HKDC1 inhibitor: HKDC1 (human) hexokinase inhibition; recombinant HKDC1, G6PDH/diaphorase resazurin coupled fluorescence; hit rate 0.16% among 340,000; AID 493160; inhibition, % at 20 µM;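 active = inhibition above about 35% when tested at 20 µM, limit read from the data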;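 also: plate controls were DMSO wells with enzyme for no effect and DMSO wells lacking enzyme for full effect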
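Incubation: 90 min at room temperature in dark / Material: recombinant HKDC1 (HK5) hexokinase enzyme, produced in-house / Quantity: enzyme 5 µg/mL final / Compound: one dose of 20 µM, 1% DMSO / Reagent: glucose and ATP substrates / Buffer or medium: Tris pH 8.0 buffer with MgCl2, Tween-20, BSA, BME / Technique: resorufin fluorescence at 613 nm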
SENP6 block: blocks the human protease SENP6; AID 2599; hit rate 1.8% among 330,000; inhibition, % at 10 µM; Recombinant SENP6 catalytic domain, aminoluciferin luminescence; Q9GZR1;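 active = inhibition above about 50% at the single tested dose, limit read from the data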;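 also: plate controls were DMSO wells with enzyme for no effect and DMSO wells lacking enzyme for full effect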
Target sequence (Q9GZR1 628-1112 limits assumed): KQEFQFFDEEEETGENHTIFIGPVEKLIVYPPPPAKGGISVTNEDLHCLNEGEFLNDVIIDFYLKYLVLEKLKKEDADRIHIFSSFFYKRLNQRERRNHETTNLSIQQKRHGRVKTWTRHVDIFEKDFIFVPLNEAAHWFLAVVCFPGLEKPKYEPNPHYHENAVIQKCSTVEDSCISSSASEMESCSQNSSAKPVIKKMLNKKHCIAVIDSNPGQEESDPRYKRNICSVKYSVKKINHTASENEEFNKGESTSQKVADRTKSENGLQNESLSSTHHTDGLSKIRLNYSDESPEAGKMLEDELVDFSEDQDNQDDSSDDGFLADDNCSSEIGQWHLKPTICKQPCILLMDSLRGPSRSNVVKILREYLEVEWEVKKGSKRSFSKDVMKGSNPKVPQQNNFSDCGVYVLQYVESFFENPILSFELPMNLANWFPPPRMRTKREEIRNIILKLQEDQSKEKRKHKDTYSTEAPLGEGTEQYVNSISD
PfG6PD inh: PfG6PD (Plasmodium falciparum) enzyme inhibition; hit rate 0.78% among 350,000; inhibition, % at 20 µM; AID 504690; PfGluPho enzyme, NADPH resazurin-diaphorase fluorescence;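 active = inhibition reaching at least a set limit at 20 µM in the primary screen, cut at about 59% in these data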;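 also: 0% = DMSO wells with substrate and 100% = DMSO wells lacking glucose-6-phosphate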
NLRP3 yeast inh: inhibitors of NALP3 inflammasome in yeast; Yeast reconstituted NLRP3/ASC/caspase-1, beta-gal luminescence, 24 h; inhibition, % at 10 µM; hit rate 0.39% among 330,000; AID 2825;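 active = inhibition of 50% or more; inactive = inhibition below 50%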;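 also: plate controls were induced DMSO wells for no effect and uninduced yeast grown without galactose for full effect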
SENP8 block-1: inhibitors of human SENP8 protease; Q96LD8; recombinant SENP8, Nedd8 substrate fluorescence; inhibition, % at 20 µM; hit rate 0.64% among 360,000; AID 602440; in the data active = inhibition mostly above about 40%, no sharp cut-off; inactive = mostly below about 27%
Target sequence (Q96LD8 whole entry, looked up): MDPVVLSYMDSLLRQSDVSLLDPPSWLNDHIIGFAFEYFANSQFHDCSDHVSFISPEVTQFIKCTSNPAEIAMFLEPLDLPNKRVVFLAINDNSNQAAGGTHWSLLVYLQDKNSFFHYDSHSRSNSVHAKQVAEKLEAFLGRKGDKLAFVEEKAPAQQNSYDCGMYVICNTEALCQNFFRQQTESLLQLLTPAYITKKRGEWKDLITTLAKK
SENP8 block-2: inhibitors of human SENP8 protease | hit rate 1.2% among 330,000 | purified SENP8, Z-RLRGG-aminoluciferin cleavage, luminescence | inhibition, % at 10 µM | Q96LD8 | AID 2540; in the data active = inhibition above about 50%
SENP1 inh: blocks the human SENP1 SUMO protease catalytic domain; hit rate 0.21% among 360,000; Q9P0U3; recombinant SENP1 catalytic domain, CyPet-SUMO1-YPet FRET cleavage; inhibition, % at 10 µM;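 active = inhibition at least 30% at 10 µM, raw YFP signal under a set limit, fluorescence ratio 0.5 to 1.5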;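 also: 0% = enzyme with DMSO and 100% = no enzyme wells; some results filed as inactive read as strong as hits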
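Test system: human SENP1 catalytic domain; medium: Tris pH 8 buffer plus EDTA, NaCl, BME, BSA, NP40, catalase; incubation: 50 min reaction at room temperature; technique: FRET, CFP and YFP emission; controls: no-enzyme low control and enzyme-plus-DMSO high control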
SENP7 block: blocks the human protease SENP7. Q9BQF6. recombinant SENP7, Z-RLRGG-aminoluciferin luminescence, 40 min. inhibition, % at 5 µM. hit rate 1.5% among 330,000. AID 434973;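 active = inhibition above about 50% at the single test dose, limit read from the data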;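 also: plate controls were DMSO with enzyme for no effect and no enzyme buffer wells for full effect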
Target sequence (Q9BQF6 706-1050 limits assumed): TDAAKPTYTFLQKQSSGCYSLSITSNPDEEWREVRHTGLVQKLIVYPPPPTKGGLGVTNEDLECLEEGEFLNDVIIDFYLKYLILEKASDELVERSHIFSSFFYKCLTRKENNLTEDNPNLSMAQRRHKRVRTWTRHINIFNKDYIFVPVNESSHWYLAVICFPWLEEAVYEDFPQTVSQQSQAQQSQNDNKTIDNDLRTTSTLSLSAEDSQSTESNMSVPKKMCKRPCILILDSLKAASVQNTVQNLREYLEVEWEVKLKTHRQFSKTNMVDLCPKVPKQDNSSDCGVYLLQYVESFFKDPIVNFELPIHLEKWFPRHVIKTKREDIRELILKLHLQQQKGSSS
Apaf1 inhib: human Apaf-1 inhibition; O14727; reconstituted apoptosome caspase-3 activity, DEVD-Rh110 fluorescence; inhibition, % at 20 µM; hit rate 0.71% among 330,000; active = inhibition of at least 40% at 20 µM;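 also: plate controls were DMSO wells for no effect and DEVD-CHO caspase inhibitor wells for full effect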
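Material: cell-free apoptosome with Apaf-1, procaspase-3 and caspase-9; Buffer or medium: Hepes pH 7.5 with detergent and BSA; Reagent: cytochrome c trigger plus (Z-DEVD)2-Rh110 caspase-3 substrate; Times: compound with Apaf-1, dATP, procaspase-3 30 min, then 50 min reaction, room temperature; Technique: Rh110 fluorescence intensity.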
Starred values were filed as active, the others as inactive; i = inactive; nt = no result given; & = joins results of further samples.

item | SMILES | HKDC1 inhibitor | SENP6 block | PfG6PD inh | NLRP3 yeast inh | SENP8 block-1 | SENP8 block-2 | SENP1 inh | SENP7 block | Apaf1 inhib
1 | CCc1ccccc1NC(=S)N1CCN(c2cccc(OC)c2)CC1 | -6 | -12 | 5 | -4 | 13 | -2 | 3 | 2 | 6
2 | Cc1nnc(-c2ccc(Oc3ccc(C)c(C)c3)c([N+](=O)[O-])c2)o1 | -4 | 5 | -7 | 1 | 23 | 3 | 1 | 3 | 19
3 | CCOC(=O)N1CCN(C(=O)c2cc(-c3ccncc3)nc3ccccc23)CC1 | -1 | 2 | -1 | 13 | 9 | -7 | -1 | 1 | 21
4 | CCN(CC(=O)Nc1ccccc1OC)C(=O)c1ccc2[nH]c3c(c2c1)CC(C)CC3 (stereo not drawn) | -1 | -2 | 16 | 20 | -65 | -6 | -75 | 4 | 18
5 | COc1cc(C(=O)C(=O)c2ccc(O)c(OC)c2)ccc1O | -3 | 7 | -1 | 0 | 20 | 1 | 0 | 1 | 4
6 | COC(=O)c1c[nH]n2c(=O)c(Cl)c(C)nc12 | -3 | 64* | 19 | -6 | -13 | 34 | -2 | 54* | -16
7 | CC[C@@H](C)CN1C(=O)N[C@@H](c2ccccc2)C(C(C)=O)=C1C | 1 | -11 | -6 | -1 | 5 | -5 | 1 | 13 | -7
8 | CCOC(=O)Cc1csc(NC(=O)CCCN2C(=O)c3ccccc3C2=O)n1 | 6 | -9 | -5 | 13 | 19 | -7 | 1 | -9 | -7
9 | CCCn1cc(CN2CCC(n3nccc3NC(=O)c3ccc4c(c3)OCO4)CC2)c(C)n1 | -5 | 1 | 11 | 9 | 20 | -6 | -1 | 2 | -7
10 | Cc1ccc(/C=N/Nc2ccc(Cl)c(C(=O)O)c2)s1 | -4 | 96* | -4 | 13 | -55 | 84* | -12 | 84* | 2
11 | Cc1cc(NC(=O)c2cccc(S(=O)(=O)N3CCCCC3)c2)no1 | -3 | -10 | -7 | 14 | -3 | -1 | -1 | -9 | 2
12 | CCN(CC)S(=O)(=O)c1ccc(N2CCOCC2)c(NC(=O)c2ccc(=O)[nH]c2)c1 | 2 | -1 | 7 | 16 | 19 | -1 | 0 | 10 | 0
13 | COc1ccc(-n2cccc2/C=C/[N+](=O)[O-])cc1 | 24 | 6 | 17 | 7 | -14 | -4 | -14 | -2 | 8
14 | Cc1cc(=O)n(CC(=O)NCCN2CCOCC2)c2c1c(C)nn2-c1ccccc1 | -4 | -13 | 5 | -2 | -1 | 8 | 2 | 7 | -5
15 | CC(=O)CSc1ccc(-c2nc3ccccc3[nH]2)cn1 | 1 | 78* | 9 | 11 | -138 | 48 | 0 | 73* | 3
16 | CC(=O)C1=C(O)C(=O)N(c2ccc(C(=O)O)cc2)C1c1ccccc1 (stereo not drawn) | -1 | -12 | -11 | 1 | -42 | -6 | 0 | 3 | 3
17 | O=C(CN1CCCCC1)N1c2ccccc2Sc2ccc(C(F)(F)F)cc21 | 1 | -6 | 16 | -7 | 24 | -2 | 2 | -3 | 5
18 | O=C(Nc1ccccc1C(F)(F)F)Nc1cccc2ccccc12 | -10 | 4 | 1 | -6 | -33 | 3 | 2 | -1 | -12
19 | Cc1ccc2[nH]c(=O)c(CN(CCCN3CCOCC3)C(=O)Nc3ccc(Cl)cc3)cc2c1 | -12 | 3 | -1 | 1 | -45 | 1 | 1 | 4 | 9
20 | CCCNC(=O)c1c(C)cc(=O)oc1C | -9 | 6 | 9 | -5 | 24 | -1 | 3 | 6 | -16
21 | N#CCCN(C(=O)COC(=O)c1nc(Cl)ccc1Cl)c1ccccc1 | -5 | 4 | 3 | 12 | -2 | 3 | -2 | -1 | 6
22 | C[C@H](CO)N1C[C@H](C)[C@@H](CN(C)C(=O)Nc2ccc(C(F)(F)F)cc2)Oc2ccc(NS(=O)(=O)c3ccc(F)cc3)cc2C1=O | -1 | -3 | 25 | 13 | 8 | 1 | 1 | 5 | 25
23 | CC(C)C[C@@H](CO)N1CCN(Cc2ccccc2)CCC1=O | -3 | 0 | -5 | 16 | 12 | -3 | -2 | -8 | 1
24 | CCn1cc(C(=O)NCC(OC)OC)c(=O)c2cc(S(=O)(=O)N3CCCC3)ccc21 | -2 | -15 | 5 | -1 | 13 | 5 | -10 | -5 | -4
25 | COc1ccc2nc(NC(=O)c3ccccc3C(=O)O)sc2c1 | 0 | -19 | -9 | 17 | 10 | -1 | 3 | -7 | 1
26 | O=C(Nc1ccc2c(c1)[nH]c(=O)c1ccccc12)C(F)(F)F | 7 | nt | 33 | nt | -114 | nt | 1 | nt | nt
27 | CC1CCCCN1C(=S)NC(=O)c1cc(Br)ccc1Cl (stereo not drawn) | 0 | -4 | -2 | 23 | 2 | 1 | 0 | 2 | -5
28 | OC(COc1ccccc1)CN1C2=NCCCN2c2ccccc21 (stereo not drawn) | -6 | -13 | -8 | 19 | 6 | -3 | -3 | -7 | 4
29 | CCOc1ccc(C2C([N+](=O)[O-])=C(C)N(C)C(=O)N2C)cc1OC (stereo not drawn) | 9 | -5 | -28 | 21 | 16 | -11 | 1 | -9 | 2
30 | S=C(NCCc1ccccc1)NC1CC1 | -7 | -11 | -9 | 2 | 7 | -10 | 1 | -1 | -33
31 | COc1ccc(CNC(=O)CSc2nc3[nH]ncc3c(=O)n2-c2ccccc2Br)cc1 | nt | -17 | nt | -8 | nt | -5 | nt | 0 | -1
32 | O=C(CCCn1c(=O)[nH]c2cc(Cl)ccc2c1=O)NCCC1=CCCCC1 | 4 | -16 | -4 | -7 | -5 | 0 | 0 | -3 | 6
33 | O=C1N(Cc2cccc(Cl)c2)C[C@@H]2C[C@@H](c3ccc4nonc4c3)N3CCC[C@@]123 | -7 | -37 | -1 | 29 | -15 | -2 | 2 | 0 | -3
34 | COc1ccc(-c2nc(CS(=O)(=O)CC(=O)NC3CCC(C)CC3)c(C)o2)cc1 (stereo not drawn) | 11 | 3 | -26 | 1 | 20 | 2 | -1 | 11 | 21
35 | CN(C)c1cccc(C(=O)OCC(=O)N2CCc3ccccc3C2)c1 | -1 | -11 | 2 | 23 | -332 | -3 | 2 | -10 | 12
36 | CCN(C1CCCCC1)S(=O)(=O)c1ccc(-n2cnnn2)c(C)c1 | -4 | 12 | 0 | 19 | 9 | 0 | 1 | -1 | 6
37 | O=C(Cc1cccs1)N(c1ccc(F)cc1)C1(C(=O)NC2CCCCC2)CCCC1 | -4 | -14 | 5 | 21 | 8 | -5 | 0 | -11 | 13
38 | Cc1ccccc1OCCC(=O)OCC(=O)Nc1c(C)nn(-c2ccccc2)c1C | -5 | -10 | -6 | 20 | 9 | -1 | 2 | -8 | 7
39 | O=C1c2ccccc2-c2nc3ccccc3nc21 | 10 | 51* | 9 | 18 | 47* | 17 | 6 | 38 | -6
40 | CC(=O)c1c(C)cc(C)c(CSc2nnc(-c3ccco3)o2)c1C | -3 | -20 | 16 | 43 | 19 | -8 | 1 | 11 | 15
41 | COc1ccc(C2CCCN2C(=S)Nc2ccccc2C)cc1OC (stereo not drawn) | -7 | -32 | -2 | 1 | 8 | 4 | 3 | -6 | -2
42 | CCn1cc(C(=O)NCc2ccco2)c(=O)c2cc(S(=O)(=O)N3CC(C)CC(C)C3)ccc21 (stereo not drawn) | 5 | -9 | 15 | 7 | 1 | -9 | 2 | -7 | 25
43 | CCOc1ccc(N(Cc2cc3cc(C)ccc3[nH]c2=O)S(=O)(=O)c2ccccc2)cc1 | -4 | -9 | 15 | 13 | -85 | -5 | 1 | -6 | 7
44 | Cc1ccccc1-c1nnc(-c2cccc3ccccc23)o1 | -1 | nt | 13 | nt | i | nt | 1 | nt | nt
45 | Cc1ccc(C(=O)Nc2cccc(C(F)(F)F)c2)cc1Nc1cncnc1 | 1 | -11 | 30&29 | 6 | 11&-76 | -2 | 2&-23 | 0 | 5
46 | O=C(COC(=O)CCCN1C(=O)c2cccc3cccc(c23)C1=O)Nc1cccc(C(F)(F)F)c1 | -1 | -2 | -15 | 6 | -168 | -6 | 0 | 8 | 20
47 | CC1CCCN(c2nc(-c3cccnc3)nc3scc(-c4ccccc4)c23)C1 (stereo not drawn) | 15 | -2 | -3 | 17 | -408 | -1 | -15 | 0 | 1
48 | Cc1cc(=O)oc(C)c1C(=O)N[C@@H](Cc1ccccc1)C(=O)O | 2 | -6 | -2 | 7 | 14 | -4 | 1 | -5 | -3
49 | CCN(CC)C(=O)Cn1nc(-c2ccc(Cl)cc2)c2ccccc2c1=O | 0 | -18 | -13 | -4 | 9 | -2 | 0 | 2 | 9
50 | CCCCNC(=O)CSc1nc2ccc(N3CCOCC3)cc2c(=O)n1Cc1ccc(OC)cc1 | 3 | nt | -3 | nt | -453 | nt | -43 | nt | nt
51 | CC(C)CN(C(=O)CCC(=O)OCc1ccc(Cl)cc1Cl)c1c(N)n(CC(C)C)c(=O)[nH]c1=O | 2 | -20 | -4 | 20 | 11 | 3 | 1 | 0 | 2
52 | Cc1ccc(S(=O)(=O)C2(C(=O)NCc3ccccc3Cl)CC2)cc1 | -4 | -4 | 4 | 19 | 9 | 1 | 1 | -4 | -4
53 | COc1cc(/C=C/C(=O)c2ccc3c(c2)OCCO3)cc(OC)c1OC | 2 | -10 | 2 | 0 | -72 | -10 | 3 | 8 | 6
54 | COc1ccc(NS(=O)(=O)c2ccc(N3CCCCC3)c(N)c2)cc1 | 1 | 12 | 44 | 8 | -9 | 10 | 2 | 8 | 15
55 | CCN1CCN(Cc2ccc(NC(=O)c3cc(NC(=O)c4cnnc5ccccc45)cc(OC)c3)cc2C(F)(F)F)CC1 | 0 | -7 | 27&15 | 0 | 15&6 | -13 | 2&1 | -9 | 34
56 | O=C(Nc1ccccc1Cl)N1CCSc2ccccc21 | 2 | -2 | 12 | -14 | 7 | -6 | -1 | 8 | 1
57 | CC(Nc1nc(-c2ccc(F)cc2)cs1)c1nc2cc(Cl)c(N3CCCCC3)cc2n1CCOCCO (stereo not drawn) | 1 | -10 | 20 | 13 | -13 | 1 | -1 | 18 | 31
58 | COc1cccc(-c2cc(=O)[nH][nH]2)c1 | -10 | -9 | 17 | -5 | -8 | -2 | -41 | 2 | 24
59 | COC(=O)Cc1ccc(NC(=S)NCCC(C)C)cc1 | 15 | -3 | -17 | 16 | 7 | -1 | 1 | 11 | 0

Molecules above with bromine (2):
item | SMILES | HKDC1 inhibitor | SENP6 block | PfG6PD inh | NLRP3 yeast inh | SENP8 block-1 | SENP8 block-2 | SENP1 inh | SENP7 block | Apaf1 inhib
27 | CC1CCCCN1C(=S)NC(=O)c1cc(Br)ccc1Cl (stereo not drawn) | 0 | -4 | -2 | 23 | 2 | 1 | 0 | 2 | -5
31 | COc1ccc(CNC(=O)CSc2nc3[nH]ncc3c(=O)n2-c2ccccc2Br)cc1 | nt | -17 | nt | -8 | nt | -5 | nt | 0 | -1

Random draw from the library; any-hit rate near 4.1%.
